Screening results: PubChem BioAssay, Sanford-Burnham Center for Chemical Genomics
LMPTP block – blocks human LMPTP phosphatase. inhibition, % at 20 µM. 360,000 tested, 0.22% active. recombinant LMPTP-A, OMFP fluorogenic substrate, fluorescence intensity;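 active means compounds that cut the enzyme signal by at least half of the control window in the single-dose screen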;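 further: plate controls were DMSO wells with enzyme plus substrate for no effect and substrate without enzyme for full effect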
Target sequence (P24666 whole entry, looked up): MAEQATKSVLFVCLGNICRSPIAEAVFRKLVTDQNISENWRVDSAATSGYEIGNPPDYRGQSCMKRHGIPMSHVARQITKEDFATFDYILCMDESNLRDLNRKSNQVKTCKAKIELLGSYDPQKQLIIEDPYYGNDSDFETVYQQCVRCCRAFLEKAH
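Test system: LMPTP-A, protein tyrosine phosphatase of low molecular weight; Input: 0.625 nM enzyme; Incubation: 50 min dark incubation at room temperature; Signal: endpoint fluorescence intensity from OMFP dephosphorylation; Read-out basis: % inhibition versus control wells.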
Scp-1 inhibitor – Scp-1 (human) phosphatase inhibition; Q9GZU7; inhibition, % at 20 µM; 340,000 tested, 0.88% active; Recombinant Scp1, phosphopeptide, malachite green phosphate absorbance; AID 493091;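 active means inhibition above about 50% at 20 µM, limit read from the data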;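 further: plate controls were DMSO wells with enzyme for no effect and wells lacking enzyme for full effect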
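Material – SCP-1 phosphatase catalytic domain, residues 76-261 · Buffer or medium – Acidic Tris acetate buffer with magnesium and detergent · Also added – Phospho 17-mer peptide substrate · Compound – single 20 µM dose, 1% DMSO · Times – 45 min room-temperature reaction, 5 min colour, 30 min stabiliser · Technique – Phosphate-binding colour reagent, absorbance read at 630 nm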
Rpn11 block – Rpn11 (human) deubiquitinase inhibition. O00487. human 26S proteasome, Ub4-pepOG fluorescence polarization; 20S core pre-blocked with epoxomicin. calls only at 20 µM. 360,000 tested, 0.59% active. AID 588493;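 active means inhibition at 20 µM, scaled to each plate's controls, above about 33%, limit read from the data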
MT1-MMP act inh – blocks activation of human MT1-MMP | P50281 | HT1080 RFP-PRO-GFP cells, GFP/RFP ratio fluorescence, overnight; percent of plate control window, DMSO zero | GFP/RFP ratio change, % at 20 µM | 360,000 tested, 0.061% active;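 active means GFP/RFP ratio change of at least 30% with cell ATP level not reduced by more than half and red fluorescence within 50% of control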; further: strong numbers were not always called active
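Read-out: GFP/RFP fluorescence ratio; Test system: RFP-PRO-GFP reporter HT1080 cells; Compound dosing: single-point 20 µM compound, 1% DMSO; Times: overnight compound exposure at 37 °C.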
NadD block – NadD (S. aureus) enzyme inhibition. purified NadD enzyme, colorimetric absorbance read-out. 360,000 tested, 0.78% active. inhibition, % at 20 µM; in the data active means inhibition above about 26%; further: some compounds past the cut are filed as inactive
SKN-1 inh – inhibitors of C. elegans SKN-1. inhibition, % at 21.8 µM. 360,000 tested, 0.49% active. C. elegans VP596 Pgst-4::GFP/RFP ratio, acrylamide-induced, 24 h;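 active means interference check ratio from 0.5 to 1.5 plus GFP to RFP signal ratio inhibition reaching or exceeding a fixed threshold, cut at about 30% in these data, passing the limit was not always enough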; further: some compounds called inactive have numbers as strong as hits
SUMO1-SIM PPI – modulators of human SUMO1-mediated protein-protein interactions | P63165 | SUMO1 binding to a labelled peptide, TR-FRET, 1 h | inhibition, % at 20 µM | 360,000 tested, 0.33% active; in the data active means inhibition above about 37%
DNMT1 inh – DNMT1 (human) enzyme inhibition. AID 588458. 360,000 tested, 0.83% active. inhibition (reported as % activation of signal), % at 10 µM. P26358. DNMT1 molecular beacon, Hinp1I cleavage, fluorescence; in the data active means inhibition above about 50%
NRP1-CendR mod – NRP-1/CendR interaction modulation; O14786; FAM-RPARPAR peptide binding to NRP-1, fluorescence polarization; inhibition, % at 25 µM; 360,000 tested, 0.85% active; AID 602438;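 active means inhibition or corrected inhibition above about 18%, plus a signal ratio from 0.5 to 1.5, limit read from the data, passing the limit was not always enough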; further: strong numbers were not always called active
Target sequence (O14786 whole entry, looked up): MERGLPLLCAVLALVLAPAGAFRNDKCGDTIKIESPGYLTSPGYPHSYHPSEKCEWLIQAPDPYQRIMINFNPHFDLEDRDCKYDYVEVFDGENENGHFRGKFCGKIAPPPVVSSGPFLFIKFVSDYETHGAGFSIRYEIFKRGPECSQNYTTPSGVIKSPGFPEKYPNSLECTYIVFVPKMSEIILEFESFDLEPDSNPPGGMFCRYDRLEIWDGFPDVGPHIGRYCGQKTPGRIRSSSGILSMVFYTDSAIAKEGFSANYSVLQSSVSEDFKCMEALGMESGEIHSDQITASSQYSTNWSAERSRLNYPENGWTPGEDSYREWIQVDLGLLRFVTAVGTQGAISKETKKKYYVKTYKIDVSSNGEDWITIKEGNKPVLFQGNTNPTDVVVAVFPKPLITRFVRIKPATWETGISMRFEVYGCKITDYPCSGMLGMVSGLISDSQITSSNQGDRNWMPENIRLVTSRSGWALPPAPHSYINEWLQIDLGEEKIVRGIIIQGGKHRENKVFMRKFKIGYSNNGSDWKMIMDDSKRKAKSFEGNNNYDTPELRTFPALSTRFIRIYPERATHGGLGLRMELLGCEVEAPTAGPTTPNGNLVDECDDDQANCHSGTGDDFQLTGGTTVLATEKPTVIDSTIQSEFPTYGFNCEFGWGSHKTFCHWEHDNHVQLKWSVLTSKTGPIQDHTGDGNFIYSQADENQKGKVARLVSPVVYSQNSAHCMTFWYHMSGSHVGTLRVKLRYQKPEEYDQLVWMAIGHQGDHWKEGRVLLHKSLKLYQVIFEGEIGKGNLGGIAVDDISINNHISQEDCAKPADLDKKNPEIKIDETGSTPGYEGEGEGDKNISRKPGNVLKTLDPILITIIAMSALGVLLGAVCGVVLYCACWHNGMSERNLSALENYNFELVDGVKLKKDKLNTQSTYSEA
STEP inh – blocks human striatal-enriched tyrosine phosphatase; inhibition, % at 20 µM; AID 588621; P54829; 360,000 tested, 0.25% active; recombinant STEP, OMFP fluorogenic substrate, fluorescence;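 active means inhibition at 20 µM, scaled per plate between control wells, above about 37%, limit read from the data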;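 further: 0% = DMSO with enzyme and substrate and 100% = substrate only without enzyme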
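Also added – OMFP at 25 µM · Test system – STEP tyrosine phosphatase · Technique – FITC-channel fluorescence of OMFP product · Schedule – 20 min at room temperature, dark · Evaluation – control-normalized % inhibition with plate pattern correction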
Starred values were filed as active, the others as inactive; i = inactive; x = not tested or not shown; + = active, no number.

Under each structure – LMPTP block	Scp-1 inhibitor	Rpn11 block	MT1-MMP act inh	NadD block	SKN-1 inh	SUMO1-SIM PPI	DNMT1 inh	NRP1-CendR mod	STEP inh
- C#CCOc1ccc2c(C)cc(=O)oc2c1
  -0.9	-9	i	0	-1	16	-1	-1	-10	-2
- N#C/C(=C\c1ccc(N2CCOCC2)o1)C(=O)NCCc1ccccc1
  10	5	x	-149	8	21	-22	11	-241	0
- COc1ccc(NC(=O)C2(C)Cc3c(-c4ccccc4)ccnc3O2)cc1OC (stereo not drawn)
  -0.5	x	i	0	-3	6	13	0	-7	-1
- COc1ccccc1-n1cnnc1SCC(=O)c1c[nH]c2ccccc12
  -1.1	-1	i	-2	0	-7	-4	-10	10	-3
- Cc1cccc(CSc2nnnn2-c2ccccc2)c1
  1.1	-15	i	-3	-10	13	3	-3	9	2
- COc1cc(NS(=O)(=O)c2ccc(NC(=S)NC(=O)c3sc4ccccc4c3Cl)cc2)ncn1
  -0.5	-1	i	0	50*	3	26	-2	0	2
- CC(C)Oc1ccc(C(=O)N(Cc2ccco2)C2CCS(=O)(=O)C2)cc1 (stereo not drawn)
  0.1	-7	i	-2	0	-9	-7	11	1	0
- CC1(c2nnnn2-c2ccc3c(c2)OCCO3)CCC(=O)N1CC(F)(F)F (stereo not drawn)
  0.5	x	x	4	-2	-1	0	x	10	x
- O=C(Cc1ccc(Cl)cc1)NCC(=O)N1CCCCC1
  -1.6	-4	i	-3	-9	4	0	-2	-8	2
- O=[N+]([O-])c1cccc(-c2ccc(/C=N/Nc3nc(N4CCCCC4)nc(N4CCCCC4)n3)o2)c1
  4.8	5	i	-7	18	-5	0	-8	-2	2
- CN(C)S(=O)(=O)c1ccc(Cl)c(NC(=O)c2ccncc2)c1
  0.0	-1	i	1	0	5	-1	-10	0	0
- COCCNC(=O)c1ccc(Cl)c(Cl)c1
  -3.1	-2	i	-2	0	9	-4	7	4	0
- O=C1[C@H]2[C@@H](/C=C/c3ccccc3)N3C(=O)CN(CC4CC4)C(=O)[C@@]3(Cc3ccccc3)[C@H]2C(=O)N1c1ccccc1
  -2.1	0	i	7	8	27	2	-7	-8	0
- COc1ccc(-c2coc3cc(OC)cc(OC)c3c2=O)cc1
  -1.7	4	i	-2	5	17	9	2	12	1
- Cc1cc(C)c(NS(=O)(=O)c2ccc(NC(=O)CCC(=O)O)cc2)c(C)c1
  -1.4	-3	i	-3	-3	4	0	-1	15	2
- CC(C)C(CO)NC(=O)CC(=O)NC(CO)C(C)C (stereo not drawn)
  0.2	-1	i	0	-3	7	-3	1	-4	0
- Cc1cccc(C(=O)NCC2CCN(C(=O)c3cccc(C)c3)CC2)c1
  -1.1	-7	i	4	3	5	6	0	18	-2
- CCN(CC)CCNS(=O)(=O)c1ccc2c3c(cccc13)C(=O)N2
  -1.5	-7	i	0	4	6	-21	-1	-6	2
- Cc1cccc(S(=O)(=O)NNC(=O)c2sc(C)nc2C)c1
  -0.7	5	i	1	-1	-2	-1	7	-7	2
- CCOC(=O)C(C)Sc1ccc2nnc(CCNS(=O)(=O)c3ccccc3)n2n1 (stereo not drawn)
  -1.1	-8	i	2	1	-5	1	1	5	4
- O=S1(=O)CCOCCCN1Cc1cccc(F)c1
  0.0	-3	i	2	-3	3	2	4	-1	2
- O=C(N/N=C/c1cc(Br)cs1)c1c[nH]c2ccccc12
  1.2	-27	i	2	-11	15	-22	-2	-12	0
- COc1cccc(N2CCN(Cc3cccnc3)CC2)c1
  -0.7	0	i	17	0	30	2	1	9	-1
- Cc1ccc(/C=N/N2CCN(C3c4ccccc4-c4ccccc43)CC2)s1
  2.5	-2	i	-2	4	8	-2	6	-4	5
- COc1ccccc1N1CCN(C(=O)c2cc(=O)c3cc(C)cc(C)c3o2)CC1
  0.6	-7	i	12	-2	18	3	0	15	-3
- O=C(CN(CCO)c1ccccc1)NC12CC3CC(CC(C3)C1)C2
  -1.6	-13	i	0	0	-6	-2	-1	-7	-1
- CCOc1ccc(C/C(N)=N/n2cnnc2)cc1
  -1.1	-7	i	8	-2	-3	2	5	8	-1
- Cc1nc2c(n1C1CCCCC1)C(=O)c1ccccc1C2=O
  2.0	0	i	1	-1	19	-33	-4	-8	0
- CCc1c(C)nc2ncnn2c1Nc1ccc(C)cc1
  -1.9	-10	i	0	-5	6	2	0	9	-3
- CNCCC=C1c2ccccc2CCc2ccccc21
  -1.6	-6	i	-2	-12	2	-5	1	-9	-2
- COc1ccc(NC(=O)c2ccc(NC(=O)CN3CCN(c4ccccc4OC)CC3)cc2)cc1
  -0.4	x	i	-1	2	16	2	-8	1	1
- CCSc1ccccc1C(=O)NCc1cccnc1
  -2.2	2	i	-3	-5	9	2	-1	-5	0
- CCc1nc2c(OCc3ccccc3C)cccn2c1N(C)C(=O)c1ccc(C)cc1
  1.3	x	i	-7	9	5	1	-4	3	7
- COc1ccc(N2CCN(C(CNS(=O)(=O)c3cccs3)c3cccnc3)CC2)cc1 (stereo not drawn)
  0.1	3	i	-4	11	12	-6	-5	2	2
- CCOC(=O)c1c(-c2ccc(-c3ccccc3)cc2)csc1NC(=O)CCN1CCOCC1
  2.0	5	i	-12	-3	3	1	-9	-4	6
- C=CCNc1nc(-c2cccc(OC)c2O)nc2ccccc12
  9.0	-3	i	-5	0	-25	5	-8	0	2
- CN1CCCC1CCNS(=O)(=O)c1ccc(Br)cc1 (stereo not drawn)
  0.5	-7	i	-3	-9	-7	-3	-1	-2	-2
- CC(C)CCN=CC1=C(O)CC(c2ccccc2)CC1=O (stereo not drawn)
  -0.3	-1	i	6	-3	-1	-2	2	11	0
- CC(=O)c1c(C)[nH]c(C(=O)OC(C)C(=O)Nc2cc(S(=O)(=O)N3CCCCC3)ccc2Cl)c1C (stereo not drawn)
  2.2	-1	i	10	11	-6	-3	7	-13	2
- Cc1cccc(C(=O)OC(C)C(=O)Nc2ccc(S(=O)(=O)N3CCCC3)cc2)c1O (stereo not drawn)
  3.0	-9	i	2	-3	10	1	-2	9	-1
- COc1ccc(C(=O)n2c(SC)nc3cc4c(cc32)OCCO4)cc1
  4.0	-4	i	8	1	3	-2	1	4	-3
- O=[N+]([O-])c1ccc(NN=Cc2cccc3ccccc23)cc1
  3.8	-5	+	-23	-3	19	-1	5	-6	-6
- O=C(NNC(=O)c1ccc(F)cc1)c1ccncc1
  -1.2	-9	i	-1	-1	2	1	2	0	0
- O=C(CCc1nc2ccccc2c(=O)[nH]1)OCC(=O)N1CCc2ccccc21
  -0.7	-8	i	2	-4	-8	1	0	1	-3
- CCOC(=O)c1[nH]c(C)c(CN(Cc2ccco2)C(=O)C(F)(F)F)c1C
  3.2	-10	i	-12	-6	8	-5	-1	16	-2
- CCCc1nc2sc3c(c2c(=O)n1NC(=O)CCC(=O)OC)CCCC3
  -0.7	1	i	-6	-2	-6	4	2	-1	0
- CC(/C=C/c1ccccc1)=N/NC(=O)CNC(=O)c1ccc2c(c1)OCO2
  7.2	4	i	5	-6	0	-5	6	14	-21
- CC1=CC(C)(C)N(C(=O)CN2C(=O)CCC2=O)c2ccccc21
  -0.3	-5	i	0	-13	4	-2	2	-26	-5
- COc1ccc(CNC(=O)CN2C(=O)NC3(CCCCCC3)C2=O)cc1
  -0.5	-5	i	2	0	18	13	1	19	-1
- CC1CN(Cc2ccccc2)c2nc3c(c(=O)[nH]c(=O)n3C)n2C1 (stereo not drawn)
  -0.8	-1	i	0	-16	-9	3	-3	-4	-1
- CCc1ccc(N(C(=O)c2csnn2)C(C(=O)NC2CCCC2)c2cccnc2)cc1 (stereo not drawn)
  -0.2	3	i	-5	-5	-3	3	0	-4	0
- COC(=O)CCC(=O)N(C)CC1CCCN(CCc2cccc(C(F)(F)F)c2)C1 (stereo not drawn)
  -0.4	-2	i	-2	-7	6	-2	1	-13	2
- COc1ccc(C(O)c2nc(-c3cccc(C(F)(F)F)c3)cs2)cc1 (stereo not drawn)
  2.4	x	i	4	0	10	-3	-1	1	-1
- COC(=O)c1ccc(S(=O)(=O)NCc2ccco2)o1
  -1.7	-3	i	1	2	-8	-4	2	4	2
- O=C1OC2(c3ccccc31)c1ccccc1-c1ccccc12
  1.7	-5	i	-1	-5	12	6	-2	-9	-4
- CCOC(=O)c1nn2c(C(F)(F)F)cc(-c3ccc(OC)cc3)nc2c1Br
  0.3	-1	i	-4	1	13	3	35	12	5
- Cc1ccc(CONC(=O)c2ccc(Cl)cc2)cc1
  -0.8	-29	i	-3	-1	18	-1	4	-7	1
- O=C1CC(N2CCN(c3ccccc3O)CC2)C(=O)N1Cc1ccccc1 (stereo not drawn)
  -0.1	-4	i	1	-4	11	2	-5	2	-3
- O=C(NNC(=S)Nc1ccccc1)NNC(=S)Nc1ccccc1
  -1.9	-5	i	2	5	-2	8	-1	5	0
- OC(c1ccc(Cl)c(F)c1)c1ncc(-c2ccc(F)cc2)[nH]1 (stereo not drawn)
  0.8	x	i	6	3	-15	-4	1	-9	-1

Further results follow.
Under each structure – LMPTP block	Scp-1 inhibitor	Rpn11 block	MT1-MMP act inh	NadD block	SKN-1 inh	SUMO1-SIM PPI	DNMT1 inh	NRP1-CendR mod	STEP inh
- N#CC1=C(SCc2ccccc2)NC2=C(C(=O)CCC2)C1c1ccc2c(c1)OCO2 (stereo not drawn)
  2.4	-4	i	-4	8	29	-2	-3	3	1
- Cc1ccccc1C(=O)N1CCC(C(=O)Nc2cc(C(F)(F)F)ccc2N2CCCC2)CC1
  0.7	-2	i	1	4	4	4	-2	10	0
- Cc1ccc2nc(SCC(=O)Nc3ccc(F)cc3F)[nH]c2c1
  1.2	-1	i	-3	1	7	2	-1	8	-2
- CCC(C)(CC(=O)N(C)CCC#N)c1ccccc1 (stereo not drawn)
  -0.4	-7	i	-5	-5	-6	0	0	15	-4
- CC(=O)N(c1ccc(N(C(C)=O)S(=O)(=O)c2cccs2)cc1)S(=O)(=O)c1cccs1
  -0.9	-5	i	0	2	-4	5	0	8	3

Looked up by compound from the list above, 2 records:
Under each structure – LMPTP block	Scp-1 inhibitor	Rpn11 block	MT1-MMP act inh	NadD block	SKN-1 inh	SUMO1-SIM PPI	DNMT1 inh	NRP1-CendR mod	STEP inh
- CC(=O)N(c1ccc(N(C(C)=O)S(=O)(=O)c2cccs2)cc1)S(=O)(=O)c1cccs1
  -0.9	-5	i	0	2	-4	5	0	8	3
- CCC(C)(CC(=O)N(C)CCC#N)c1ccccc1 (stereo not drawn)
  -0.4	-7	i	-5	-5	-6	0	0	15	-4

Not a hit list, and some 3.9% of all compounds hit somewhere here.
